Screens from PubChem BioAssay.
CXCR6 inh = CXCR6 (human) receptor inhibition | AID 602244 | O00574 | 360,000 compounds, 0.36% hits | inhibition, % at 20 µM | CHO-K1 PathHunter CXCR6 beta-arrestin, luminescence; in the data active = inhibition above about 34%, passing the limit was not always enough;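 also: antagonist mode with CXCL16 agonist at 10 nM final; 0% = 10 nM CXCL16 with DMSO and 100% = unstimulated wells without agonist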
Target sequence (O00574 whole entry, looked up): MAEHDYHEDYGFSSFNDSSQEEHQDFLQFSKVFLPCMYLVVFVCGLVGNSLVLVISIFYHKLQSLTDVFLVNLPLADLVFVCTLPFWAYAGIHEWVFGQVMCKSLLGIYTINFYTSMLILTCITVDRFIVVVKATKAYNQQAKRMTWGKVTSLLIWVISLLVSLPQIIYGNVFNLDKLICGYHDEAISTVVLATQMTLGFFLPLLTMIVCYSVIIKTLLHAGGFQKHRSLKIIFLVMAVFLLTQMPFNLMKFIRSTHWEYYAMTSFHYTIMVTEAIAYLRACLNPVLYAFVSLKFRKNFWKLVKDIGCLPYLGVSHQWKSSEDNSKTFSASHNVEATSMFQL
UPR XBP1 act = activators of adaptive arm of unfolded protein response (XBP1) | CHO-XBP1 luciferase reporter, IRE1-XBP1 UPR activation, luminescence; percent of tunicamycin response, DMSO as zero | activation, % at 20 µM | 330,000 compounds, 0.33% hits;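 active = versus positive control, 20 µM dose yields 30% or more activation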;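 also: 100% = tunicamycin at 10 µg/mL and 0% = DMSO only wells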
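Signal: luciferase luminescence; Assay system: CHO-XBP1 luciferase reporter cells; Amount: one thousand reporter cells per well; Dosing: 20 µM single concentration, DMSO 1%; Benchmarks: high control tunicamycin 10 µg/mL final, low control DMSO vehicle only; Schedule: 6 h compound exposure at 37 °C, 5% CO2; Evaluation: percent activation relative to tunicamycin reference.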
APJ agonist = APJ receptor agonism; 330,000 compounds, 0.11% hits; P35414; activation, % at 20 µM; CHO-K1 APJ PathHunter beta-arrestin, luminescence; 0% DMSO wells, 100% apelin;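 active = activation more than six SD over the plate average, tested at 20 µM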;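 also: 0% = DMSO alone and 100% = apelin-13 at 10 nM; some results filed as inactive read as strong as hits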
Target sequence (P35414 whole entry, looked up): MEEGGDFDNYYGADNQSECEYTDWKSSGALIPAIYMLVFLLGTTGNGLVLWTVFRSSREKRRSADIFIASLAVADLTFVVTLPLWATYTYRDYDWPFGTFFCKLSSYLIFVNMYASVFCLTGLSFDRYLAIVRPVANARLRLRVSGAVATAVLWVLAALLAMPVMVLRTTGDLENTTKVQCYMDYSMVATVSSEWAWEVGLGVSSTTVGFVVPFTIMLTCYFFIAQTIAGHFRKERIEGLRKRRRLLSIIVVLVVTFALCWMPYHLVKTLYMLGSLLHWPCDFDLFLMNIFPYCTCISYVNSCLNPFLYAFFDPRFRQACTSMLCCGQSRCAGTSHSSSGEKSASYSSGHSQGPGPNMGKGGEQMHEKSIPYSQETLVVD
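Assay system: CHO-K1 APJ beta-arrestin complementation cell line / Compound: single test compound dose, 20 µM final, 1% DMSO / Times: overnight seeding, 90 min compound at 25 °C, 1 h detection / Technique: beta-gal luminescence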
APJ antag = APJ receptor antagonism; AID 2521; P35414; 330,000 compounds, 0.32% hits; CHO-K1 APJ beta-arrestin complementation, luminescence; inhibition, % at 20 µM;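 active = inhibition above about 40% at 20 µM, limit read from the data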;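 also: cells challenged with 10 nM apelin-13 agonist together with compound; plate controls were apelin-13 plus DMSO wells for no effect and DMSO wells lacking apelin-13 for full effect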
UPR CHOP act = activators of apoptotic arm of unfolded protein response (CHOP); CHO-CHOP luciferase reporter, UPR activation, luminescence; percent of tunicamycin response over DMSO baseline; activation, % at 10 µM; 330,000 compounds, 0.34% hits;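 active = at 10 µM dose, activation of 40% or more, normalized to positive control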;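 also: 100% = tunicamycin at 10 µg/mL and 0% = DMSO alone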
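Evaluation: % reporter activation, DMSO baseline versus tunicamycin full activation; System: CHO-CHOP luciferase reporter cell line; Input: 500 cells/well; Incubation: 6 h compound treatment, 37 °C; Measured by: Steady-Glo luciferase luminescence; Dosing: one dose, 10 µM in 0.5% DMSO; Buffer or medium: F12 medium, 10% FBS; Benchmarks: positive tunicamycin 10 µg/mL, negative DMSO alone.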
CCR6 antagonist = blocks CCL20-driven beta-arrestin recruitment at human CCR6; P51684; CHO-K1 CCR6 PathHunter beta-arrestin, luminescence, CCL20-stimulated; inhibition, % at 20 µM; 340,000 compounds, 0.49% hits; AID 493098;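 active = compounds whose inhibition of the agonist-driven luminescence signal at 20 µM reaches about 50%, limit read from the data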;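 also: cells stimulated with CCL20 at 14 nM final; plate controls were DMSO with CCL20 for no effect and DMSO without agonist for full effect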
Target sequence (P51684 whole entry, looked up): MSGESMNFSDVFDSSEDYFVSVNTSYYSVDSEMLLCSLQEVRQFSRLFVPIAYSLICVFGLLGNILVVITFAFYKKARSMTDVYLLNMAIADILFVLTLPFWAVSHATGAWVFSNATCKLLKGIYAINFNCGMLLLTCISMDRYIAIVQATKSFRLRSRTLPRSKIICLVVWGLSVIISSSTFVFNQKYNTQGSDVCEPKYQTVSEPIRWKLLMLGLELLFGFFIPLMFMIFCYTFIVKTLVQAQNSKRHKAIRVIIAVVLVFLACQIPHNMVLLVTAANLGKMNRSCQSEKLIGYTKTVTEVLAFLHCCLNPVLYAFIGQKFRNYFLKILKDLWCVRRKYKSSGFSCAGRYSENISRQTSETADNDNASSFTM
Mdm2 MdmX PPI = disrupts the human Mdm2-MdmX interaction; inhibition, % at 8 µM; SaOS-2 split-luciferase Mdm2/MdmX complementation, luminescence; O15151+Q00987; 330,000 compounds, 3% hits;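 active = inhibition of at least 50% at 8 µM in the primary screen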
EBI2 antag = EBI2 (human) antagonism | EBI2 beta-arrestin recruitment, luminescence, 7a,25-OHC stimulated | 360,000 compounds, 0.81% hits | inhibition, % at 5 µM; in the data active = inhibition above about 38%;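 also: enzyme fragment complementation signal reports receptor beta-arrestin coupling in cells; 0% = agonist plus DMSO wells and 100% = wells without agonist; some results beyond the cut were filed as inactive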
tim23-1 inh = growth inhibitors of tim23-1 mutant yeast | S. cerevisiae tim23-1 growth, BacTiter-Glo luminescence, 24 h | inhibition, % at 20 µM | 330,000 compounds, 1.3% hits;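 active = growth inhibition of the mutant yeast at or above 50%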;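 also: temperature-sensitive mutant grown at 25 °C; plate controls were DMSO-treated mutant yeast for no effect and medium wells lacking yeast for full effect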
* marks the source's active call; other numbers are inactive results. An excerpt (hit frequency here may not be typical).

SMILES	CXCR6 inh	UPR XBP1 act	APJ agonist	APJ antag	UPR CHOP act	CCR6 antagonist	Mdm2 MdmX PPI	EBI2 antag	tim23-1 inh
CC(=O)c1ccc(S(=O)(=O)NC2CC(=O)N(c3ccc(C)cc3)C2)cc1 (stereo not given)	1.2	-2.0	-0.7	-19.1	-0.4	4.8	-6.9	-7.1	-8.2
COC(=O)/C=c1\[nH]c2nnc(C)n2c1=O	-6.6	-1.1	-3.8	11.7	1.4	7.0	6.9	-8.2	1.6
CC(C)CCn1nnnc1C(c1ccc(N(C)C)cc1)N1CCN(C(=O)c2ccco2)CC1 (stereo not given)	4.9	-4.3	-3.1	1.6	-2.8	20.5	-17.2	3.4	13.0
CCOC(=O)Cc1sc(N)nc1C	0.5	-0.4	-1.7	6.3	2.4	6.5	10.5	-13.3	1.9
CCOC(=O)c1sc(NC(=S)NC(=O)c2cccc(Cl)c2)c(C(=O)OCC)c1C	1.3	-1.0	1.2	5.1	21.5	31.5	19.4	-2.3	2.8
O=C(O)c1ccccc1-c1ccccc1C(=O)NCCCO	5.5	-0.3	-3.4	10.0	2.3	-9.9	24.6	3.0	-9.4
Cc1ccc(NC(=O)NC2CCN(S(=O)(=O)c3ccc(F)cc3)CC2)cc1	-1.8	-2.9	1.8	-1.6	0.4	-0.5	16.4	10.8	0.5
CCOc1cc(CO)cc(Br)c1OCC(=O)Nc1ccccc1C	2.2	-1.1	-1.2	7.9	-1.7	-2.0	-32.0	5.9	17.1
COc1ccc(NC(=O)CS(=O)CC(=O)Nc2cccc3cccnc23)cc1 (stereo not given)	-3.2	-8.1	3.6	-8.7	2.2	6.7	-20.0	0.6	1.6
O=C(CSc1ncn(-c2ccccc2)n1)Nc1ccc2c(c1)OCO2	5.8	1.3	0.3	1.2	-0.6	0.2	20.5	-9.8	10.8
O=S(=O)(Nc1ccc(Cc2ccncc2)cc1)c1ccc(Br)cc1	-8.1	1.9	-1.4	-6.1	-0.1	-3.1	11.5	6.8	-4.1
Cc1nn(Cc2cccc(C(=O)N3N=C(C(F)F)CC3(O)C(F)F)c2)c(C)c1[N+](=O)[O-] (stereo not given)	-8.1	-0.3	-1.8	0.8	-0.9	0.9	19.8	-7.3	12.5
COc1ccc(C2/C(=C(/O)c3ccccc3)C(=O)C(=O)N2CCN2CCOCC2)c(OC)c1 (stereo not given)	0.0	-2.6	2.2	15.1	1.1	3.4	12.3	-10.2	-1.8
CCc1[nH]nc2c1C(c1cccnc1)C(C#N)=C(N)O2 (stereo not given)	8.9	-1.5	-2.7	4.3	0.4	-2.1	16.7	6.2	7.3
CCC(=O)Nc1ccc(C(=O)Nc2cccc(C)n2)cc1	-4.7	-0.8	-1.9	0.0	15.9	1.2	-31.0	-1.3	9.9
O=C1CC(N2CCOCC2)C(=O)N1Cc1ccc(N2CCCC2=O)cc1 (stereo not given)	-1.4	-1.1	1.3	-19.4	-1.5	21.9	-4.8	2.9	14.4
Cc1cc(-c2nc(C)c(-c3nnc(SCC(=O)Nc4cc(Cl)cc(Cl)c4)n3C)s2)no1	3.7	0.3	-2.0	18.4	-1.2	7.8	24.1	1.9	-8.1
Cc1ccc2nc(C)/c(=N\O)c(C)nc2c1	-2.7	2.6	-4.9	-13.7	0.2	5.1	20.9	-15.4	32.1
COc1cccc(NC(=O)N2CCCC2C(=O)NCc2ccc(Cl)cc2)c1 (stereo not given)	-3.6	-4.1	0.4	-4.7	2.3	6.3	-13.8	8.7	12.8
COc1ccc(Cl)cc1NC(=O)CN(C)C(=O)c1cccc2cccnc12	-3.6	-0.4	-4.0	6.1	1.7	6.7	-8.1	-0.7	-1.8
CCCCn1c(N)c(N(CC)C(=O)c2cc(CC)c(C)s2)c(=O)[nH]c1=O	4.8	1.3	-2.9	1.6	2.5	15.8	3.0	-6.5	-10.4
CC(Sc1nc(N)cc(=O)[nH]1)C(=O)N1CCOCC1 (stereo not given)	1.0	0.0	2.5	11.4	0.0	1.5	17.4	-1.9	9.6
O=C(Nc1cc(-c2nc3ccccc3s2)ccc1Cl)c1ccc2c(c1)OCO2	0.5	-0.5	-0.9	-7.5	0.7	13.0	34.9	-7.0	-4.8
Cc1c(CNC(=O)C2CC2)c(-n2cccc2)n(Cc2ccccc2)c1C	5.7	-2.0	-4.0	7.9	3.9	21.1	0.6	-1.7	-2.6
CCCS(=O)(=O)c1nc(C)cc(C)c1S(C)(=O)=O	-0.6	-0.3	0.3	8.9	1.8	-0.2	-7.9	-11.4	-2.3
Cc1ccc(NC(=O)NCCSc2ccc(C)cc2)cc1	3.8	0.1	-2.5	3.9	1.3	3.2	19.6	6.7	6.4
CC(=O)NCCc1c[nH]c2ccc(OCc3ccccc3)cc12	-3.0	-1.8	-1.8	8.3	2.1	-5.4	-1.3	5.8	14.3
CSc1ccc(/C=C2\CCn3c2nc2cc(C(=O)O)ccc2c3=O)cc1	3.1	-6.7	3.2	2.3	0.0	5.0	-3.8	-2.7	12.6
Nn1c(SCC(=O)Nc2ccc3c(c2)OCCO3)nnc1C(F)(F)F	4.9	-4.6	-1.8	-3.1	-2.8	-6.2	-11.9	-0.3	5.6
Cc1nc(CCNS(=O)(=O)c2cccnc2)cs1	0.0	-1.3	-2.9	-14.1	1.5	-5.1	-1.9	1.6	6.3
N#Cc1ccccc1OCC(=O)Nc1nnc(C2CC2)s1	3.2	-0.6	-0.3	-5.5	4.3	-4.0	-32.5	-7.5	10.3
CCOC(=O)c1cn2nc(SCc3ccccc3)nc2nc1C	-0.5	-0.4	-2.3	6.0	4.5	15.2	-68.5	7.9	20.6
Cc1nc(SCc2nc3ccccc3[nH]2)c2oc3ccccc3c2n1	23.0	5.8	-3.9	6.1	-2.4	21.3	34.8	24.2	34.5
C=CCn1c(Cc2ccc(OC(C)C)c(Cl)c2)nnc1SCC(N)=O	-14.0	0.6	-0.5	1.7	2.6	-5.2	-0.9	-0.6	-0.3
O=S(=O)(Nc1ccccc1N1CCCCC1)c1cccs1	4.4	-1.6	-5.6	-3.7	-0.6	14.5	2.6	10.4	11.6
O=C(N/N=C/c1c[nH]c2c1ccc1ccccc12)c1ccc([N+](=O)[O-])cc1	-8.2	-2.4	3.6	-7.4	-1.9	-10.4	-8.8	-16.3	-2.2
COc1ccc(C2C(C#N)=C(N)N(N(C)C)C3=C2C(=O)CC(C)(C)C3)cc1OC (stereo not given)	-7.4	-1.2	-1.2	5.1	-1.9	7.8	15.9	-8.7	15.6
COc1ccc(C=O)c(OC)c1	-4.1	2.1	-2.5	0.4	0.1	-16.7	9.8	-6.9	11.8
C/C=C(\C)CN1CCC(n2nccc2NC(=O)CCc2ccccc2)CC1	1.3	0.8	-2.3	22.1	1.9	14.2	3.9	1.5	5.9
O=C(Nc1ccc(C(=O)O)cc1)Nc1cccc([N+](=O)[O-])c1	6.0	-3.4	-4.6	28.3	0.3	9.2	12.7	-1.5	10.4
CCOC(=O)c1ccc(NS(=O)(=O)c2ccc3c(c2)NC(=O)CCS3)cc1	3.8	-9.9	-3.1	-8.7	-0.7	-6.6	20.8	-0.9	2.1
O=C(O)C1C(c2ccccc2)C(C(=O)N2CCOCC2)C1c1ccccc1 (stereo not given)	11.2	-1.0	-2.9	0.9	-1.3	-3.2	10.2	-10.4	-2.8
CCOC(=O)C1=C(C)Nc2nc(SCC)nn2C1c1ccc(OC)cc1 (stereo not given)	-0.9	4.0	-3.5	15.6	2.1	10.2	9.4	7.8	-9.9
COC(=O)c1ccc(/C=N/N2C(C)CCCC2C)cc1 (stereo not given)	7.6	0.4	-3.4	-8.4	4.1	-4.0	10.9	-2.7	12.8
CCCN(C(=O)CSc1nnc(-c2ccoc2C)n1N)C1CCS(=O)(=O)C1 (stereo not given)	4.7	-0.7	-1.9	2.3	0.4	4.2	-17.0	-1.2	-9.8
CC(NC(=O)CN(C)Cc1nc2ccccc2c(=O)[nH]1)c1ccccc1 (stereo not given)	2.8	-9.1	-2.4	2.6	-0.5	8.0	6.0	-7.5	11.7
COc1ccc(OCC(O)CNS(=O)(=O)c2cccc(Cl)c2)cc1 (stereo not given)	3.5	2.1	0.4	11.5	-0.4	-1.5	4.6	13.4	14.8
COc1ccccc1NC(=O)Nc1ccc(-n2ccc(C(F)(F)F)n2)cc1	-7.3	0.7	4.9	-2.4	5.2	-3.9	-16.8	-7.1	64.3*
CN1C(=O)CSC1=Nc1cccc(C(=O)O)c1	2.2	-2.7	0.7	-9.6	1.4	-11.1	3.3	0.0	3.7
Cc1ccc(C)c(/C=C2\CCn3c2nc2cc(C(=O)O)ccc2c3=O)c1	6.3	0.2	-5.3	11.1	-0.5	5.1	-23.0	-12.8	24.4

Only CXCR6 inh, APJ agonist and Mdm2 MdmX PPI, for some of the entries so far:
Molecule	CXCR6 inh	APJ agonist	Mdm2 MdmX PPI
O=C(O)C1C(c2ccccc2)C(C(=O)N2CCOCC2)C1c1ccccc1 (stereo not given)	11.2	-2.9	10.2
CCOC(=O)C1=C(C)Nc2nc(SCC)nn2C1c1ccc(OC)cc1 (stereo not given)	-0.9	-3.5	9.4

Later entries:
SMILES	CXCR6 inh	UPR XBP1 act	APJ agonist	APJ antag	UPR CHOP act	CCR6 antagonist	Mdm2 MdmX PPI	EBI2 antag	tim23-1 inh
CN(C)CC/C=C1\c2ccccc2COc2ccccc21	2.4	-3.9	6.0	7.0	-2.2	11.9	44.7	-6.6	-23.0
COc1c(O)cccc1[C@H](O)C1CCN(CCc2ccc(F)cc2)CC1	3.8	0.9	1.8	-10.6	-2.1	-7.4	-7.2	-10.7	3.4
CCOc1ccccc1NC(=O)Nc1ccncc1	-13.3	0.6	2.5	-42.0	2.0	-6.9	-3.3	-11.9	7.9
COc1ccc([C@H]2/C=C\CN(S(C)(=O)=O)[C@@H](C)C(=O)N2Cc2ccc(F)cc2)cc1	3.2	-1.8	2.6	-43.0	-0.2	-3.0	15.9	-3.5	9.1
COc1ccc(C(=O)SC2=NCCS2)cc1OC	-6.4	-0.3	-0.7	11.3	0.2	-15.0	30.5	-8.7	27.5
COc1cccc(/C=N/n2nnc3c(cnn3-c3ccccc3)c2=O)c1	-3.3	-5.7	0.1	-1.8	0.4	7.6	27.0	-3.0	6.4
CC1CCc2c(sc(N)c2C(N)=O)C1 (stereo not given)	3.6	3.1	-3.8	-2.0	0.9	-14.0	-11.9	-15.8	16.6
CCOc1cc(/C=C2\NC(=O)NC2=O)ccc1OC(C)C(=O)O (stereo not given)	-8.7	-3.9	-2.8	-7.8	1.1	12.7	8.0	6.1	14.4
CC1=C(C(=O)Nc2ccc(C)cc2C)C(c2cccc([N+](=O)[O-])c2)n2nc(C(=O)OC(C)C)nc2N1 (stereo not given)	-13.7	-1.1	2.1	-6.3	-0.5	7.5	0.8	0.3	17.1
